Screening data (PubChem)
KLK7 zymogen act: activators of human kallikrein-7 zymogen; 0.9% of 370,000 active; activation, % at 7 µM; AID 652039; purified proKLK7, EDANS-DABCYL substrate fluorescence; 100% is mature enzyme control, 0% vehicle; P49862;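 active means activation above the mean of all tested compounds plus 3 SD, computed per campaign excluding outliers beyond control limits, cut at about 13% in these data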
Target sequence (P49862 whole entry, looked up): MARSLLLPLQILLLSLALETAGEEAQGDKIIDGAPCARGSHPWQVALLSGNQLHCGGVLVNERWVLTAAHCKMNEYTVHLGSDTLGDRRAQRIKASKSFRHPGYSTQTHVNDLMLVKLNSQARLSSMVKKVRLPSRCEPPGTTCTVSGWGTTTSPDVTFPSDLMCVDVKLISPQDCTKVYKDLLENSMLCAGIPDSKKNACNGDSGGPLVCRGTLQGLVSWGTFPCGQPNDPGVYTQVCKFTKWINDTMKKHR
LEDGF integ inh: blocks HIV-1 LEDGF/p75-dependent DNA integration; inhibition, % at 3.7 µM; TR-FRET IN-LEDGF/p75 DNA integration, Eu/Cy5; 0.64% of 370,000 active;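 active means inhibition above the screen-wide mean plus 3 SD, cut at about 13% in these data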;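 further: signal is the Cy5 over europium emission ratio at 671 and 618 nm; 0% = plate median of compound wells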
Tn6 DDE FP: DD(E)-Tn6 binding inhibition, primary FP screen; 0.21% of 370,000 active; inhibition, % at 8.3 µM; P02675; Fibrin DD(E) TRITC-Tn6 fluorescence polarization displacement;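 active means inhibition above a per-campaign cutoff: mean of compounds within control limits plus 3 SD, cut at about 15% in these data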;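 further: 0% = median of all compound wells on the plate and 100% = blocking peptide control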
TDP2 absorb: blocks human TDP2 phosphodiesterase activity | O95551 | AID 720702 | inhibition, % at 12.8 µM | 0.34% of 370,000 active | recombinant TDP2, T5PNP hydrolysis, p-nitrophenol absorbance 415 nm;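 active means inhibition above the mean of all tested compounds plus 3 SD, set per campaign, cut at about 25% in these data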;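 further: 0% = DMSO with enzyme and 100% = buffer with substrate but no TDP2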
Target sequence (O95551 whole entry, looked up): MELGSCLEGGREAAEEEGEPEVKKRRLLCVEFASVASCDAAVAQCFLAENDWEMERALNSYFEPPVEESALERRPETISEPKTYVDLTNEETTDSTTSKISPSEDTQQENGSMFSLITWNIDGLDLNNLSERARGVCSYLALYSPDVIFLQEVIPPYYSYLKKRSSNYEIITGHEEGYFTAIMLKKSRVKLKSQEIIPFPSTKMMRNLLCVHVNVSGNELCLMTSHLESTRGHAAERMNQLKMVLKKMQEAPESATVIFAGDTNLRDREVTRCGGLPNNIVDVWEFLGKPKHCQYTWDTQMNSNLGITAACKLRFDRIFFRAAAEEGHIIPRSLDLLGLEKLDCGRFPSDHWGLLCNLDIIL
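Evaluation: % inhibition relative to enzyme-containing and enzyme-free wells. Material: recombinant human TDP2. Benchmarks: enzyme-free and DMSO wells. Timing: enzyme reaction with compound for 2 h at 37 °C. Compound dosing: 12.8 µM only. Measured by: p-Nitrophenol epi absorbance. Reagent: T5PNP substrate at 5 mM, a TopII-DNA adduct mimic. Replication: single well per compound.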
UHRF1 binding: UHRF1 methyl-DNA binding inhibition. 0.75% of 370,000 active. inhibition, % at 4.4 µM. UHRF1 binding to methylated oligo, TR-FRET; in the data active means inhibition above about 21%;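 further: UHRF1 SRA domain binding a hemimethylated CpG hairpin DNA probe; 0% = median of test compound wells and 100% = reference inhibitor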
PRMT1 FP inh: blocks human protein arginine methyltransferase 1 | recombinant PRMT1, activity-based probe fluorescence polarization | inhibition, % at 2.79 µM | 1.3% of 370,000 active;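 active means inhibition above about 21% made by adding two undisclosed values, limit read from the data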
Target sequence (Q99873 whole entry, looked up): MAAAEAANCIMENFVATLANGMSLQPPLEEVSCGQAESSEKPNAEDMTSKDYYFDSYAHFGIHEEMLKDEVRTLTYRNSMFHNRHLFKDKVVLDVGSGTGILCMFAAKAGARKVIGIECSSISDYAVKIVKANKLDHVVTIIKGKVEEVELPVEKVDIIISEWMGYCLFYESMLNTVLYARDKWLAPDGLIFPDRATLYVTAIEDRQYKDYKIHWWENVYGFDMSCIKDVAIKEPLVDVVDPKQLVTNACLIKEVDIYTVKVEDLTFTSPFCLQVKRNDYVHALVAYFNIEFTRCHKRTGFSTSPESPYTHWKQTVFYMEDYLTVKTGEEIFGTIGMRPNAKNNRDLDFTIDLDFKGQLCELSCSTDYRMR
MBD2 DNA inh: blocks human MBD2 binding to methylated DNA | Q9UBB5 | TR-FRET, MBD2 binding to methylated oligonucleotide | inhibition, % at 4.4 µM | 0.31% of 370,000 active | AID 686964; in the data active means inhibition above about 13%
DDE Tn7 FP inh: DD(E)-Tn7 binding inhibition, primary FP screen; FP displacement of FITC-Tn7 peptide from fibrin DD(E); 0% = median of compound wells per plate; inhibition, % at 8.3 µM; AID 720508; P02675; 0.13% of 370,000 active;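 active means inhibition above the mean of compounds falling within the control limits plus 3 SD of them, cut at about 14% in these data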;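 further: 0% = plate median of compound wells and 100% = 10 µM Aha-Tn7 peptide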
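Measure: % inhibition scaled between sample-field median and high-control FP; Test system: human fibrin DD(E); Quantity: 2 µM final DD(E) protein; Doses: one dose, 8.3 µM nominal; Schedule: compound with protein 10 min, then 3 h after probe, room temperature; Detection: fluorescence polarization; Medium: Tris buffer with calcium and detergent, pH 7.8.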
TCR CD3 inh: blocks the human TCR-CD3 interaction; TAMRA-labeled TCR probe fluorescence, biochemical; inhibition, % at 9.4 µM; 0.37% of 360,000 active; in the data active means inhibition above about 19%;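 further: recombinant mutant TCR 2C K166C tagged with TAMRA read by polarization; 0% = receptor in buffer alone and 100% = receptor with positive control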
SIAE inh: inhibitors of human sialic acid acetylesterase SIAE | Q9HAT2 | SIAE FP-Rh probe binding, fluorescence polarization | inhibition, % at 9.66 µM | 0.69% of 370,000 active;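 active means inhibition above a cutoff: mean of compounds within the control limits plus 3 SD of those, cut at about 17% in these data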;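 further: 0% = plate median of compound wells and 100% = probe without SIAE protein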
An asterisk follows results filed as active.

Fields – KLK7 zymogen act	LEDGF integ inh	Tn6 DDE FP	TDP2 absorb	UHRF1 binding	PRMT1 FP inh	MBD2 DNA inh	DDE Tn7 FP inh	TCR CD3 inh	SIAE inh
FC(F)(F)c1nc2ccccc2nc1N/N=C/c1c(Cl)cccc1Cl
  -0.7	-3	-6	-10	-1	3	5	0	2	5
Cc1ccc(C2(C)NC(=O)N(CC(=O)NCCN3C(=O)S/C(=C\c4cccnc4)C3=O)C2=O)cc1 (configuration not stated)
  0.0	-3	-4	2	1	0	-4	-3	-3	2
CCOc1ccc(S(=O)(=O)N2CCN(C(=O)CN3C(=O)NC4(CCCC4)C3=O)CC2)cc1
  -0.1	1	4	1	-1	-1	0	-6	4	-3
CC(Oc1ccccc1)C(=O)Nc1cccc([N+](=O)[O-])c1 (configuration not stated)
  -0.1	-1	0	0	-2	-4	-3	2	10	7
Cc1ccc(-n2c(N)c(C(=O)NCc3ccco3)sc2=S)cc1
  -0.4	1	1	6	-2	-1	-1	-2	4	3
CCCCN(CCCC)c1cc(C)nc(-c2ccccc2O)n1
  -2.3	-1	3	-8	4	1	2	-6	6	1
CC(=O)c1sc(NC(=O)c2cccnc2Cl)nc1C
  -0.5	0	8	2	2	5	7	-1	0	-1
CCC(CC)N1CCN(S(=O)(=O)c2ccc(OC)cc2)CC1
  -0.2	-1	4	-2	0	1	0	0	6	6
O=C(C1=C[C@@H](c2coc3ccccc3c2=O)C[C@@H](OCc2ccc(CO)cc2)O1)N1CCOCC1
  0.5	2	1	-1	18	0	7	1	1	0
CC(=O)NC1CC2CCCC(C1)N2C(=O)Nc1ccc(Cl)cc1 (configuration not stated)
  0.2	2	-8	9	1	4	0	6	-8	3
COc1ccc(N(C(=O)COc2ccccc2OC)S(=O)(=O)c2ccc(C)cc2)cc1
  0.3	0	-14	-10	-1	-2	-7	-3	-5	5
COC(=O)CNC(=O)C1CCN(S(=O)(=O)c2cnc[nH]2)CC1
  -0.1	2	0	5	-3	4	1	-5	7	0
O=S(=O)(NCCc1ccccc1)c1cccs1
  0.1	2	3	-13	1	-4	4	-1	3	0
Cn1cc(S(=O)(=O)N2CCOCC2)cc1C(=O)NCc1ccc(Cl)cc1
  0.9	1	2	-2	1	1	-4	-4	4	3
CC(=O)c1cccc(NC(=O)c2noc3c2CCc2ccccc2-3)c1
  0.4	6	-2	-1	-2	-5	-6	7	10	1
CCOc1cc(C=O)ccc1OCCSc1ccc(C)cc1
  -0.4	4	-9	-9	-2	2	-3	3	2	1
CCc1nnc(NC(=O)CCNC(=O)c2ccccc2Cl)s1
  0.5	4	-8	5	0	-3	1	3	-4	1
Cc1ccc2nc(SCC(=O)NC3CCCC3)[nH]c2c1
  -0.3	1	3	-2	2	1	2	4	0	0
COCCn1c(SCC(=O)NCc2ccc(OC)c(OC)c2)nc2ccccc21
  0.0	-2	-1	-5	1	2	12	3	-6	5
Nc1nc2ccc(C(=O)NC3CCCCC3)cc2s1
  -0.3	2	3	4	2	0	0	3	-2	2
CC(/C=N/NC(=O)NC1CCCCC1)=C\c1ccccc1
  0.0	4	5	-9	-3	1	-4	-5	6	-2
CC(c1ccccc1)n1cc(C(=O)NCC2CCCO2)nn1 (configuration not stated)
  0.1	-2	0	5	-1	-2	5	4	-2	-4
COc1ccc2sc(N(CCCN(C)C)C(=O)c3ccc(S(=O)(=O)N4CCCc5ccccc54)cc3)nc2c1
  -0.6	2	7	-4	-3	6	4	7	5	5
COc1cccc(NC(=O)CSc2nc3ccccc3cc2Cc2ccccc2)c1
  -0.7	6	4	-8	-1	0	-6	-1	-3	-19
CC(C)C[C@H](NC(=O)c1nc[nH]c1C(=O)NCc1ccc(CNC(=O)OC(C)(C)C)cc1)C(=O)OC(C)(C)C
  0.9	0	1	-13	-2	4	1	-8	4	-16
O=C(CN1C2CCCC1CC(NC(=O)c1ccccc1)C2)NC1CC1 (configuration not stated)
  0.2	-2	-4	-5	-1	-1	0	2	1	-5
CCOc1ccc(C(=O)N2CCN(CCc3ccccc3)CC2)cc1OCC
  0.1	5	7	-15	4	-4	-3	-6	-19	-3
Cn1cc(CCC(=O)NCCCc2ccccc2)c2ccccc21
  1.0	-2	-2	5	1	0	1	-6	-3	3
O=C(CSC1CCCCC1)Nc1nccs1
  -0.3	3	-6	-2	6	0	9	-8	-8	2
COc1ccc(OC)c(NC(=S)NCCCN2CCOCC2)c1
  -1.0	4	-2	-8	-3	-3	0	2	5	8

More entries follow:
SMILES | KLK7 zymogen act | LEDGF integ inh | Tn6 DDE FP | TDP2 absorb | UHRF1 binding | PRMT1 FP inh | MBD2 DNA inh | DDE Tn7 FP inh | TCR CD3 inh | SIAE inh
O=C(c1cc2cc(Cl)ccc2oc1=O)N1CCCC1 | -0.1 | -1 | 1 | 10 | -4 | -2 | -2 | -3 | 11 | 6
FC(F)C(F)(F)C1=CC(c2cccs2)=NCCN1 | 0.0 | -1 | 4 | -4 | -2 | -3 | 0 | -2 | 2 | 2
O=c1cc(CSc2nnc(C3CC3)n2Cc2ccccc2)nc2sccn12 | -1.0 | -1 | -6 | 0 | -1 | 4 | 0 | 4 | 4 | -1
Cc1ccc(NC(=S)N2CCN(c3ccccn3)CC2)c(C)c1 | -0.1 | 1 | 4 | -13 | 8 | 1 | 4 | -3 | 6 | 0
Cc1nn(C)cc1C=NCCOCc1ccccc1 | 0.3 | 0 | 7 | 4 | -1 | -4 | -11 | 3 | 9 | 1
O=c1sc(Nc2ccccc2)nc2ccsc12 | -0.5 | -4 | -13 | 9 | -1 | 1 | -2 | 0 | -3 | -7
Cc1sc(NC(=O)c2ccco2)nc1-c1ccccc1 | 1.4 | -3 | -8 | 11 | 0 | 1 | 2 | -3 | 3 | -13
COc1cc(OC)c(N(C)C(=O)c2cc3c(s2)-c2ccccc2S(=O)(=O)C3)cc1Cl | 0.0 | 4 | 0 | 6 | 0 | 0 | -1 | -1 | -6 | -4
C/C=C1\NC(=O)[C@H](CC(N)=O)N(C)C(=O)C([C@@H](C)O)NC(=O)C(CCCc2ccc(OC)cc2)NC(=O)[C@H](C(C)C)NC(=O)/C(=C\C)NC(=O)[C@H](O)[C@@H](C[C@@H](O)CCCCCCC)NC(=O)[C@H](C)NC(=O)CN(C)C(=O)[C@H](CCC(N)=O)NC1=O (some centres not stated) | -0.7 | 0 | 4 | 5 | 2 | 7 | 9 | 0 | 5 | 13
C/C(=N\NC(=O)c1c(Cl)c(C)nn1C)c1ccc(NC(=O)c2ccncc2)cc1 | -0.2 | -3 | -2 | -6 | -2 | 1 | 5 | 2 | -4 | 7
CCc1nccn1S(=O)(=O)c1cc(C)c(OC)cc1C | 0.6 | 2 | 1 | -2 | 1 | 2 | -4 | 2 | -8 | 2
COc1cccc(-c2nc(CS(=O)(=O)CC(=O)NC3CC3)c(C)o2)c1 | 0.1 | 2 | -4 | 0 | 2 | 1 | 0 | -8 | 7 | -5
Cc1[nH]c2ccc(Br)cc2c(=S)c1C/C=C/Cl | 0.1 | -3 | -4 | -5 | 1 | 19 | 3 | -3 | -17 | -6
COc1ccc(NC2CCCN(C(=O)c3ccc4[nH]c(C)c(C)c4c3)C2)cc1 (configuration not stated) | -0.1 | 4 | -8 | 10 | -5 | -1 | -3 | -11 | 0 | 3
CC1CCCC(NC(=O)COC(=O)COc2cccc(F)c2)C1C (configuration not stated) | -0.3 | 2 | -1 | 4 | -3 | -4 | 2 | -6 | 4 | -1
COc1ccc(C(=O)NNC(=O)C(=O)Nc2ccc(C)c(Cl)c2)cc1 | -0.7 | 3 | -6 | -10 | -2 | -5 | -8 | -2 | 0 | 6
CCC(Sc1nc2c(cnn2-c2ccccc2)c(=O)[nH]1)C(=O)OC (configuration not stated) | -0.8 | -2 | -1 | 6 | 0 | 2 | -1 | -3 | -10 | -5
CCCN1Cc2cccc(C(=O)Nc3cc(OC)cc(OC)c3)c2C1=O | -3.7 | 3 | 0 | -10 | 0 | -1 | -1 | 0 | -4 | -5
CCOc1ccc(NC(=O)CCN2C(=O)c3cccc([N+](=O)[O-])c3C2=O)cc1 | -0.2 | -1 | -2 | 9 | 1 | 4 | 3 | 3 | 0 | 3
COCCN(CC(=O)Nc1cc(Cl)ccc1-n1cncn1)Cc1nc2ccccc2c(=O)[nH]1 | 0.4 | -1 | 2 | -1 | 1 | 0 | -8 | 8 | 1 | -1
Clc1ccc(SCCOCCN2CCc3ccccc3C2)cc1 | -0.2 | -4 | 5 | -1 | 3 | 3 | 2 | 4 | -4 | -7
Cc1ccc(NS(=O)(=O)c2ccc(C(=O)N3CCCCCCC3)cc2)cc1 | 0.1 | 4 | 5 | 1 | 5 | -4 | -3 | -1 | 10 | -6
CN(C)S(=O)(=O)N1CCC(Oc2cccc(C(=O)N3CCCCCC3)c2)CC1 | -0.7 | -3 | -2 | 2 | 1 | 1 | 3 | 2 | -6 | -6
O=C(c1ccncc1)N1CCN(c2ccc(F)cc2)CC1 | 0.4 | -1 | 0 | -2 | 14 | 0 | -1 | -1 | 7 | 3
CCOc1ccc(NC(=O)NC(C)CC)cc1 (configuration not stated) | 0.0 | 3 | 8 | -5 | -4 | -3 | -3 | 8 | 6 | 2
Cc1cc(C)cc(NC(=O)CN2C(=O)C3CC=CCC3C2=O)c1 (configuration not stated) | 0.0 | 5 | -1 | -24 | 3 | -3 | -1 | -2 | -8 | -7

Fetched one by one from above:
SMILES | KLK7 zymogen act | LEDGF integ inh | Tn6 DDE FP | TDP2 absorb | UHRF1 binding | PRMT1 FP inh | MBD2 DNA inh | DDE Tn7 FP inh | TCR CD3 inh | SIAE inh
C/C(=N\NC(=O)c1c(Cl)c(C)nn1C)c1ccc(NC(=O)c2ccncc2)cc1 | -0.2 | -3 | -2 | -6 | -2 | 1 | 5 | 2 | -4 | 7
C/C=C1\NC(=O)[C@H](CC(N)=O)N(C)C(=O)C([C@@H](C)O)NC(=O)C(CCCc2ccc(OC)cc2)NC(=O)[C@H](C(C)C)NC(=O)/C(=C\C)NC(=O)[C@H](O)[C@@H](C[C@@H](O)CCCCCCC)NC(=O)[C@H](C)NC(=O)CN(C)C(=O)[C@H](CCC(N)=O)NC1=O (some centres not stated) | -0.7 | 0 | 4 | 5 | 2 | 7 | 9 | 0 | 5 | 13
CCOc1ccc(NC(=O)CCN2C(=O)c3cccc([N+](=O)[O-])c3C2=O)cc1 | -0.2 | -1 | -2 | 9 | 1 | 4 | 3 | 3 | 0 | 3

Limited to DDE Tn7 FP inh, for some of the entries so far:
| molecule | DDE Tn7 FP inh |
| --- | --- |
| CCC(Sc1nc2c(cnn2-c2ccccc2)c(=O)[nH]1)C(=O)OC (configuration not stated) | -3 |
| CCCN1Cc2cccc(C(=O)Nc3cc(OC)cc(OC)c3)c2C1=O | 0 |
